RmlC RmlD mix: RmlC and RmlD coupled enzyme inhibitors, primary screen, biochemical, 384-well, compound mixtures, retest; RmlC/RmlD coupled enzyme inhibition, 384-well mixture HTS; inhibition, % at 5.5 µM; 110,000 compounds, 0.39% hits; AID 1532, 2009; in the data active = inhibition above about 30%, passing the limit was not always enough; inconclusive = no clear call, values can overlap the other calls; also: strong numbers were not always called active
HIV RNase H inh: HIV-1 RT RNase H inhibitors, primary screen, biochemical, fluorescence. Gag-Pol polyprotein (Human immunodeficiency virus type 1 group M subtype B (isolate …. RT-RNase H RNA/DNA duplex cleavage. inhibition, % at 10 µM. 65,000 compounds, 1.9% hits; in the data active = inhibition above about 50%
Active calls of the source: *; ? = inconclusive; . = no result given.

molecule	RmlC RmlD mix	HIV RNase H inh
S=C(Nc1ccc(Cl)cc1)N1CCOCC1	-13	.
CCCc1nc2ccc(NC(=O)NCCC(=O)OCC)cc2c(=O)n1Cc1ccc(Cl)cc1	-14	.
COc1ccc(NC(=O)Cn2nnc(C(=O)NCc3ccco3)c2N)c(OC)c1	13	.
N#Cc1ccc(-c2cccnc2)nc1SCc1ccc(Cl)cc1Cl	-11	.
Cn1cccc1Cc1nnc(SCC(=O)NCc2ccc3c(c2)OCO3)n1CCc1ccccc1	7	-3
CCN(c1ccc(NC(=O)CN2C(=O)NC3(CCOc4ccccc43)C2=O)cc1)C(C)C (centres undefined)	8	.
CCOC(=O)CCCCNCc1ccccc1	2	-10
CCOc1cc(C)nc(N2CCCC(C(=O)NCc3ccccc3F)C2)n1 (centres undefined)	-1	-6
CCOC(=O)C(NC(C)=O)(Nc1cccc(F)c1)C(F)(F)F (centres undefined)	9	-4
CCOc1cc(/C=N/N=C(\N)c2nonc2N)cc(Br)c1OCc1cccc2ccccc12	9	.
Cc1c2cccn2cc[n+]1C	12	-2
COc1ccc(C(=O)/C=C/c2ccccc2C(F)(F)F)cc1	?	.
COCCn1c(=N)c(C(=O)NCCc2ccc(OC)cc2)cc2c(=O)n3cccc(C)c3nc21	9	-24
CCN(CC)c1ccc(NC(=O)c2cccc(OC)c2)c(C)c1	7	41
Cn1c(NC(=O)c2ccccc2)cc(=O)n(C)c1=O	-4	-16
CCOC(=O)C1CCCN(C(=O)c2cc(=O)c3ccccc3o2)C1 (centres undefined)	-11	-5
CSc1cc(C)n(-c2ccc(Cl)cc2)c(=S)c1C(C)=O	13	.
Cc1cccc(OCC(=O)Nc2ccccc2N2CCN(C(=O)C(C)C)CC2)c1C	-4	-4
Cn1c(=O)c2c(-c3ccncc3)c3c(nc2n(C)c1=O)-c1ccccc1C3=O	.	-26
COc1ccc(NC(=O)C2(c3ccc(NC(=O)c4ccc(OC)c(OC)c4)cc3)CCCC2)cc1	6	.

(further entries)
molecule	RmlC RmlD mix	HIV RNase H inh
COC(=O)c1ccccc1NC(=O)CN1C(=O)C2CCCN2c2ncc(Cl)cc21 (centres undefined)	-7	60*
Cc1ccc(NC(=O)c2cc3ccccc3o2)cc1S(=O)(=O)N(C)C	1	.
Cc1nc(S(=O)(=O)N(C)Cc2ccccc2)c(C#N)c(C)c1Cl	2	-1
Cc1ccc(CNC(=O)CSCC(=O)O)cc1	4	.
CC(SCc1ccccc1)C(=O)N/N=C/c1cc2c(cc1Br)OCO2 (centres undefined)	-16	.
O=C(NCCN1CCOCC1)c1ccc2c(c1)N(Cc1ccccc1)CCS2	18	-1
Cc1cc2occ(CC(=O)Nc3nnc(C4CC4)s3)c2cc1C	10	.
O=C(CN1C2CCCC1CC(NC(=O)c1ccccc1)C2)Nc1nccs1 (centres undefined)	2	.
CCCCOc1ccc(CNC(=O)NS(=O)(=O)c2ccc(OCC(C)C)cc2)cc1	4	.
CCN1CCC(=NNC(=O)CC23CC4CC(CC(C4)C2)C3)CC1	-6	.
Cc1ccc(C(=O)CC(C(=O)O)c2cn(CCC#N)c3ccccc23)cc1 (centres undefined)	-113	-4
N#Cc1ccc(C23CC4(C2)[C@H](CN(CC2CCCCC2)[C@@H]4c2ccccc2)C3c2ccc(C(F)(F)F)cc2)cc1 (some centres undefined)	-11	.
CCOC(=O)N1CCN(C(=O)c2cn(CCOC)c(=O)c3c2c2ccccc2n3C)CC1	13	-1
O=C(NCC1CCCO1)c1nnc(Cc2ccc(F)cc2)o1 (centres undefined)	.	-10
CCOC(=O)C1CCN(C(=O)C2c3ccccc3C(=O)N(C)C2c2ccc(OC)cc2)CC1 (centres undefined)	4	.
COc1ccc(-c2csc(C3=C(O)CN(Cc4ccc(S(N)(=O)=O)cc4)C3=N)n2)cc1OC	?	1
Cc1onc(-c2ccccc2Cl)c1C(=O)Nc1ccc(N2CCOCC2)cc1	-38	.
CC1Cc2ccccc2N1C(=O)COc1nc2ccccc2nc1N1CCOCC1 (centres undefined)	.	-6
C/C(=N\O)C(=O)NCCN1CCCCC1	4	-1
COc1ccc2[nH]c(=O)c(CN(Cc3ccc4c(c3)OCO4)C(C)=O)cc2c1	16	-16

3 of the compounds above, with values under each structure:
Below each SMILES: RmlC RmlD mix | HIV RNase H inh
- O=C(NCC1CCCO1)c1nnc(Cc2ccc(F)cc2)o1 (centres undefined)
  . | -10
- CCOC(=O)C1CCN(C(=O)C2c3ccccc3C(=O)N(C)C2c2ccc(OC)cc2)CC1 (centres undefined)
  4 | .
- COc1ccc(-c2csc(C3=C(O)CN(Cc4ccc(S(N)(=O)=O)cc4)C3=N)n2)cc1OC
  ? | 1

For reference, part of the list above:
molecule	RmlC RmlD mix	HIV RNase H inh
N#Cc1ccc(C23CC4(C2)[C@H](CN(CC2CCCCC2)[C@@H]4c2ccccc2)C3c2ccc(C(F)(F)F)cc2)cc1 (some centres undefined)	-11	.
CCOC(=O)N1CCN(C(=O)c2cn(CCOC)c(=O)c3c2c2ccccc2n3C)CC1	13	-1

(continued)
molecule	RmlC RmlD mix	HIV RNase H inh
CSc1nncn1/N=C/c1ccc2c(c1)OCO2	1	.
CC(C)n1cnc2c(N(C)c3ccccc3)nc(N(CCN(C)C)Cc3ccccc3)nc21	8	.
CC1(C)CC(=O)C2=C(C1)N(N1CCOCC1)C(N)=C(C#N)C2c1cccnc1 (centres undefined)	6	.
Cc1cccc(N(C)S(=O)(=O)c2ccc3[nH]cc(C(=O)N4CCOCC4)c(=O)c3c2)c1	-11	6
NC(=O)CC(NSc1ccccc1[N+](=O)[O-])C(=O)O (centres undefined)	-13	.
CC(=O)CSc1nnc(CSc2ncccn2)n1C1CCCCC1	-6	3
O=C(NC1CCCC1)C(c1ccccc1)N(Cc1ccc2c(c1)OCO2)C(=O)Cc1cccs1 (centres undefined)	26	.
CN(C(=O)Cn1c(=O)n(CCCCC(=O)NC2CCCC2)c(=O)c2ccccc21)C1CCCCC1	.	-9
Cc1cc(C)n2cc(CSc3nnnn3-c3ccc(Cl)cc3)nc2n1	-6	0
CCCCN1C(=O)N(C)C2NC(=O)NC21 (centres undefined)	-13	.
CNC(=S)NC1CC2CCCC(C1)N2Cc1ccco1 (centres undefined)	-4	.
CCCCn1c(SCC(=O)N2c3ccccc3CCc3ccccc32)nc2c1c(=O)n(C)c(=O)n2C	-14	.
CC1(C)S[C@@H]2[C@H](NC(=O)C(C(=O)O)c3ccccc3)C(=O)N2[C@H]1C(=O)O (some centres undefined)	.	-2
O=C(NCc1ccc2c(c1)OCO2)c1nnc(Cc2ccc(Cl)cc2)o1	.	-3
CCOC(=O)Cn1c(=O)oc2cc(S(=O)(=O)NC(C)c3ccccc3)ccc21 (centres undefined)	-15	.
O=C(NCCCNC(=O)c1cccs1)c1cccs1	-16	3
COCCCNC(=S)NNC(=O)c1cccnc1	-9	.
Cc1nnc(SCCn2c(N3CCCCC3)nc3c2c(=O)[nH]c(=O)n3C)s1	.	-10
CCC(C)OC(=O)C(C)Oc1ccc(-c2ccccc2)cc1 (centres undefined)	-17	.
COc1ccc2nc(NC(=O)c3ccc(-n4nc(C)cc4C)cc3)sc2c1	11	6

Continuation.
molecule	RmlC RmlD mix	HIV RNase H inh
COc1ccc(CCC(C)Nc2cccc(C)c2)cc1 (centres undefined)	?	.
COC(=O)c1c(-c2ccc(Br)cc2)noc1N	12	.
CCC(C)C(=O)Nc1ccc(OC)cc1OC (centres undefined)	-7	.
COC(=O)[C@@H]1[C@@H](C#N)C2(c3ccccc3-c3ccccc32)N(c2ccc(Cl)cc2)N1C#N	-7	.
CC(C)Cn1cc(C(=O)N2CCC3(CC2)OCCO3)c2c3ccccc3n(C)c2c1=O	12	-10
O=C(CN1C(=O)C2C3C=CC(C3)C2C1=O)NC1CCCc2ccccc21 (centres undefined)	6	0
COC(=O)C1=C(C(=O)OC)[C@@H]2N(C)c3ccccc3[C@@]23C[C@@H](C(=O)OC)N(C(=O)c2cccs2)C3=N1	19	.
Cc1cccc(NC(=O)CN(c2ccc(C(C)C)cc2)S(=O)(=O)c2c(C)nn(C)c2C)n1	9	.
NC(=O)c1cccc2c3c([nH]c12)CCCC3	-29	-29
CCOC(=O)c1cnn(-c2ccccc2)c1-n1cccc1C(=O)C(=O)Nc1ccccc1	0	.
COc1ccc(-n2c(C(C)n3nc(C)c([N+](=O)[O-])c3C)n[nH]c2=S)cc1 (centres undefined)	-13	.
O=S(=O)(NCC1CCCO1)c1ccc(S(=O)(=O)N(Cc2ccc(F)cc2)C2CCCCC2)cc1 (centres undefined)	3	.
[O-][N+]1=C2CCC/C(=N\O)C2=NC12CCCCC2	3	-3
CC1(C)CC(=O)C2=C(C1)Nc1ccccc1NC2c1ccccn1 (centres undefined)	-6	1
Cn1c(O)c(C(=N)COc2cccc(Cl)c2)c(=O)n(C)c1=O	11	.
CCOC(=O)C1CCCN(C(=O)c2cc3ncc(Br)cn3n2)C1 (centres undefined)	13	-15
CCCC1(C(=O)OCC)NC(c2ccc(N(C)C)cc2)C2C(=O)N(c3ccc(F)cc3)C(=O)C21 (centres undefined)	3	-6
CC(C)OC(=O)C(NC(=O)c1ccccc1)=C1CCCCC1	6	-6
CN(Cc1ccc(-n2cccn2)cc1)C(=O)c1cnn2c1NC(c1ccco1)CC2C(F)(F)F (centres undefined)	-7	-14
COc1cc(OC)c2c(c1O)OC(c1ccccc1)CC2=O (centres undefined)	-8	.

Other results follow:
molecule	RmlC RmlD mix	HIV RNase H inh
CCOc1ncccc1C(=O)OCc1cc(=O)oc2c(C)c(C)ccc12	2	5
Cc1ccc(C(=O)NCCSc2ccccc2)cc1S(=O)(=O)Nc1ccccc1	-5	.
CC(=O)N1CCc2cc(NS(=O)(=O)c3cccs3)ccc21	4	-31
COc1cc(OC)c(Nc2cc(C)nc3nc(C)nn23)cc1Cl	7	-10
COc1ccc(-c2noc(CCCOc3ccc(Cl)cc3Cl)n2)cc1	2	.
N#CCCn1cc(C(CC(=O)c2ccccc2)C(=O)O)c2ccccc21 (centres undefined)	-8	1
COc1ccc(-n2nc(C(=O)N3CCCCC3)c3ccccc3c2=O)cc1	11	-14
CC(=Nc1ccc(C)c(C)c1)C1=C(O)CCC1=O	51	-12
COc1cccc(OCC(O)CN2CCC(Cc3ccccc3)CC2)c1 (centres undefined)	-4	-3
Cc1csc(NC(=O)c2ccco2)n1	4	-1
COc1ccc2cc(C(=O)NCc3ccco3)c(=O)oc2c1	14	-17
O=C(c1ccccc1C(=O)N1CCN(c2ccc(F)cc2)CC1)N1CCN(c2ccc(F)cc2)CC1	-14	2
COC(=O)c1cc2ccccc2c(=O)s1	-4	-33
CCOC(=O)CSc1ncc(OC)c(=O)[nH]1	5	.
CS(=O)(=O)N(Cc1ccccc1)c1ccc(C(=O)NCc2ccccc2)cc1	-19	.
Cc1ccc(S(=O)(=O)Nc2ccc(S(=O)(=O)NC(C)(C)C)cc2)cc1	2	.
N/C(=N\OC(=O)c1ccc(Cl)c(Cl)c1)c1ccccn1	6	.
O=C(OCC(=O)N1CCN(C(=O)c2ccco2)CC1)c1ccccc1C(=O)c1ccccc1	-6	-9
COC(=O)[C@@]1(Cc2ccc(F)cc2)[C@H]2c3cc(C(=O)N(C)C)n(Cc4ccccc4)c3C[C@H]2CN1C(=O)c1ccccc1	-3	.
CC(C)CC(=O)Nc1ccc2oc(-c3ccncc3)nc2c1	.	2

Complete entries, looked up by structure.
O=C(c1ccccc1C(=O)N1CCN(c2ccc(F)cc2)CC1)N1CCN(c2ccc(F)cc2)CC1 in the list: RmlC RmlD mix: -14; HIV RNase H inh: 2
CCOc1ncccc1C(=O)OCc1cc(=O)oc2c(C)c(C)ccc12 in the list: RmlC RmlD mix: 2; HIV RNase H inh: 5
Cc1ccc(S(=O)(=O)Nc2ccc(S(=O)(=O)NC(C)(C)C)cc2)cc1 in the list: RmlC RmlD mix: 2; HIV RNase H inh: .

The list continues:
molecule	RmlC RmlD mix	HIV RNase H inh
COC(=O)C(NC(=O)c1ccccc1)=C(C)C	-5	-17
CCn1c(SCC(=O)Nc2nc(-c3ccc(C)cc3)cs2)nnc1-c1ccccc1O	9	13
CCO/C(C)=C1\C(=O)Nc2ccccc21	-6	.
COC(=O)c1cc(-c2ccc(OC)c(OC)c2)n[nH]1	10	-2
CCOC(=O)C1CCN(S(=O)(=O)Cc2ccccc2)C1=O (centres undefined)	.	-17
N#Cc1cc2c([nH]c1=S)CCCCCC2	21	81*
Cn1cnnc1SC(C(=O)Nc1cccc(C(F)(F)F)c1)c1ccccc1 (centres undefined)	-8	.
COCCCNC(=O)c1ccc(N(C)S(C)(=O)=O)cc1	-9	-10
O=C(CSC1CCCCC1)Nc1nccs1	.	-3
CC(=O)C(N=Nc1ccccc1)(Sc1nnc(-c2ccccc2)n1-c1ccccc1)C(C)=O	9	.
Cc1ccc(S(=O)(=O)/N=C(\Sc2ccccc2)c2ccccc2)cc1	-11	.
COc1cccc(Cn2nnc(C(=O)NCCc3ccc(Cl)cc3)c2N)c1	7	.
CCOc1cc(C2NC(=O)NC(O)(C(F)(F)F)C2C(=O)c2ccc(Cl)cc2)ccc1O (centres undefined)	-11	6
CN(c1ccc(OCc2nnc(-c3ccccc3)o2)cc1)S(=O)(=O)c1ccccc1	0	-24

Some of the compounds tested (hit frequency here may not be typical).
